# Compound activity: PubChem BioAssay, several laboratories
# Vc quorum ag – quorum light induction in luxS cqsA deficient V. cholerae; activation, % at 18.7 µM; V. cholerae BH1578 lux reporter, luminescence, 6 h; 0.16% of 350,000 active; in the data active = activation mostly above about 9.7%, no sharp cut-off; also: not every result past the cut was called active; inactives centre near 0; reference of the scale not given here
# PrPC surface inh – reduces human prion protein on the cell surface; cell surface PrPC, TR-FRET read-out; P04156; inhibition, % at 13.8 µM; 0.43% of 370,000 active; in the data active = inhibition above about 24%; also: 0% = median of the test wells and 100% = reference compound wells
# Rv3671c inh – inhibits the M. tuberculosis serine protease Rv3671c | P9WHR9 | 0.048% of 320,000 active | AID 2606 | inhibition, % at 5.96 µM; in the data active = inhibition above about 38%;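 also: extracellular domain of Rv3671c used as enzyme; 0% = enzyme with DMSO and 100% = no enzyme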
# Target sequence (P9WHR9 whole entry, looked up, the tested form may be a part): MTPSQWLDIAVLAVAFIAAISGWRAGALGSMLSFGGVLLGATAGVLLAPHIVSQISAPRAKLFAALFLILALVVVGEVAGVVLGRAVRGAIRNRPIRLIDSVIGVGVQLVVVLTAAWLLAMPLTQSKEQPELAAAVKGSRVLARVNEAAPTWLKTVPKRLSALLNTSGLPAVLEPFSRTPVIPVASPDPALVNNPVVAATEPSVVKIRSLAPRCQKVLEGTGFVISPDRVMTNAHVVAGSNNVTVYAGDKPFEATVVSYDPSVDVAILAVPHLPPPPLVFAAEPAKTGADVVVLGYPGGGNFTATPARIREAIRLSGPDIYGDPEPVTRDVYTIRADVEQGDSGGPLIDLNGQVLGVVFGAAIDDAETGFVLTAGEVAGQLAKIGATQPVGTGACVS
# TcdB inh – blocks C. difficile toxin B glycohydrolase activity | TcdB glycohydrolase enzymatic assay, plate reader | inhibition, % at 9.99 µM | 0.24% of 350,000 active | AID 652162; in the data active = inhibition above about 10%
# VHR inh abs – blocks human VHR1 dual specificity phosphatase; recombinant VHR phosphatase, pNPP absorbance; inhibition, % at 13.3 µM; 0.52% of 290,000 active; in the data active = inhibition above about 50%; also: some compounds called inactive have numbers as strong as hits
# Target sequence (P51452 whole entry, looked up): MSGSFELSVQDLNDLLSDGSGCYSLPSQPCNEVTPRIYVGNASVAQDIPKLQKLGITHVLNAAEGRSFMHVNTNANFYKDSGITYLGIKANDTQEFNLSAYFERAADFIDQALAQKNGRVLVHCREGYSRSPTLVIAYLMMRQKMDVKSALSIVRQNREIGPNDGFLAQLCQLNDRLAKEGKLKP
# 3CLpro inhibitor – SARS-CoV 3CLpro protease inhibition; recombinant SARS-CoV 3CLpro, quenched FRET peptide cleavage; inhibition, % at 6 µM; 0.14% of 290,000 active; AID 1706; in the data active = inhibition above about 12%
# CCHF vOTU inh – blocks the CCHF virus ovarian tumor domain protease; CCHFV vOTU protease, Pep-AMC fluorescence; inhibition, % at 11.5 µM; 0.55% of 370,000 active; AID 651958; in the data active = inhibition above about 30%; also: 0% = vehicle wells with enzyme and 100% = no enzyme wells
# MazF activator – increases E. coli MazEF RNase cleavage of RNA; P0AE70; FAM/BHQ RNA-DNA oligo cleavage fluorescence, 5 h; activation, % at 20 µM; 0.32% of 350,000 active; AID 504720; in the data active = activation above about 50%
# Target sequence (P0AE70 whole entry, looked up): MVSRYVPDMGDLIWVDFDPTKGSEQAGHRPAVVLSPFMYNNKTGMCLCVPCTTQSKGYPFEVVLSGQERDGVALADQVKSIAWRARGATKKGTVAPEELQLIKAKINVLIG
# PriA SSB inh – K. pneumoniae PriA-SSBct interaction inhibition | AlphaScreen SSBct-PriA binding, biotinylated peptide | inhibition, % at 33 µM | 0.6% of 430,000 active | AID 1272365; in the data active = inhibition mostly above about 37%, no sharp cut-off; inactive = mostly below about 20%;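 also: plate controls were negative control peptide for no effect and reference peptide for full effect; strong numbers were not always called active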
# Y pestis TopoI – blocks Yersinia pestis topoisomerase I activity; Y. pestis Topo-I cleavage product accumulation, plate reader; activity, % at 10 µM; 0.064% of 360,000 active; AID 504884; in the data active = activity above about 50%, passing the limit was not always enough; also: inactives centre near 2
# * marks the source's active call; other numbers are inactive results; i = inactive; x = not tested or not shown; & = joins results of further samples. Not all compounds are listed; the hit share may differ from the screen's.
Compound	Vc quorum ag	PrPC surface inh	Rv3671c inh	TcdB inh	VHR inh abs	3CLpro inhibitor	CCHF vOTU inh	MazF activator	PriA SSB inh	Y pestis TopoI
OC1(C#CCN2CCCC2)c2ccccc2-c2ccccc21	-1.3	0.8	-1.8	-1.2	16.2	3.1	-3.3	-0.8	-8.5	0.8
CCn1cc(CN2CCCC(CO)(Cc3cccc(Cl)c3)C2)cn1 (stereo unspecified)	i	-2.2	5.6	2.2	-1.3	1.3	4.6	-6.9	-7.0	2.2
COc1ccc(C2/C=C\CN(C(=O)C3CCCC3)CC(=O)N2Cc2ccc(F)cc2)cc1 (stereo unspecified)	-0.6	-5.7	-1.3	0.8	-4.1	x	-4.6	-5.7	-4.8	-1.1
CC(OC(=O)CN1C(=O)C2C3C=CC(C4CC34)C2C1=O)C(=O)c1ccccc1 (stereo unspecified)	i	3.3	3.8	-0.7	29.0	-2.9	-3.3	3.9	-8.2	-5.8
O=C(O)CCCN(Cc1cccc(Br)c1)S(=O)(=O)c1ccc(Br)cc1	-0.3	4.7	4.3	-0.4	7.2	11.7	13.4	0.0	2.0	21.7
O=C(NCCc1ccccc1)C(=O)NCc1ccncc1	-0.4	4.4	-12.4	0.0	1.7	2.1	8.3	8.4	-6.9	0.0
CCn1cc(C(=O)N2CCN(c3cccc(Cl)c3)CC2)c2cc(OC)c(OC)cc2c1=O	i	2.8	3.7	x	34.7	4.1	-1.4	17.2	-0.4	19.5
CC(C)CC1c2[nH]c3ccccc3c2CCN1C(=O)C1CCOCC1 (stereo unspecified)	-0.2	-1.7	-5.1	2.1	17.5	4.5	-17.5	3.9	-3.7	3.6
Cc1cc(C)c(S(=O)(=O)N(CC(=O)NCc2cccnc2)C2CCCCC2)c(C)c1	-0.3	-13.3	5.0	x	7.9	-2.9	11.4	-13.0	-1.5	9.6
CCOC(=O)c1cn(-c2c(Cl)cccc2Cl)c2cc(Cl)c([N+](=O)[O-])cc2c1=O	-0.3	-27.4	-5.2	x	-14.2	5.6	-4.0	12.5	9.8	-8.1
CS(=O)(=O)N(CC(=O)N1CCC(C(N)=O)CC1)Cc1ccc(Cl)c(Cl)c1	i	8.1	0.0	0.1	17.8	5.9	-9.7	4.5	-8.4	7.3
CCOC(=O)c1cnc(SC)nc1Oc1cccc(NS(=O)(=O)c2ccccc2)c1	i	-5.3	1.2	x	3.8	-2.0	11.1	-10.5	0.7	0.7
COC(=O)c1cc(CC(=O)c2ccc(O)cc2O)c(C)o1	-0.4	-3.8	-1.0	x	20.8	1.1	-2.6	4.9	-5.8	2.5
Cc1sc2nc(SCC(=O)N3CC(C)OC(C)C3)n(C)c(=O)c2c1C (stereo unspecified)	i	8.0	-1.0	-2.6	9.7	-2.5	-4.2	-3.6	1.6	16.4
O=S(=O)(c1ccc(Cl)cc1)N1CCN(c2ccccn2)CC1	-0.7	6.5	-0.4	1.3	25.2	0.2	-1.1	1.6	-7.6	2.1
CCCOc1ccc(-c2cnc(N)s2)cc1	-0.1	8.6	-3.3	0.9	-7.3	-4.3	-16.7	3.5	-1.9	0.9
O=C(O)CCc1ccc(-c2ccc(F)cc2)n1CC(=O)O	0.6	0.6	1.0	x	17.1	-3.2	-8.3	2.2	-8.6	-7.4
O=C(NCc1ccccc1)C1CCCN(C(=O)NCc2ccccc2)C1 (stereo unspecified)	-3.3	0.2	3.5	-0.7	43.9	-1.6	8.5	2.0	-31.4	-0.8
O=C(O)c1cccnc1Sc1ccc(Cl)cc1	0.2	3.2	1.9	0.4	6.0	1.2	9.0	-13.7	-23.4	3.9
CCOc1ccc(-c2cc(C(=O)N/N=C/c3cccnc3)c3ccccc3n2)cc1	i	5.3	-56.8	2.1	14.5	-2.3	15.5	-2.9	x	-1.0
COc1cc(C)c(S(=O)(=O)N2CCCC2)cc1C	i	3.0	3.7	x	-11.2	0.8	-3.9	-1.4	-13.4	-1.5
CCc1nc2ccc(C(=O)N3CCN(C)CC3)cn2c1N(CCC(C)C)CCN(C)C	0.1	-7.3	x	-13.1	x	x	-0.9	x	x	-5.1
COc1ccc(CCC(C)Nc2ccccc2F)cc1 (stereo unspecified)	-0.1	3.2	-9.7	x	-1.7	-3.0	-5.0	-11.7	-83.9	-4.0
O=C(O/C(=C/c1ccccc1)C(F)(F)F)c1ccccc1	i	-5.5	x	2.3	x	x	-4.5	4.2	-4.6	-1.2
CC(=O)Nc1ccc(NC(=O)C2CCC(N3C(=O)C4C5C=CC(C6CC56)C4C3=O)CC2)cc1 (stereo unspecified)	i	-5.6	-3.7	2.1	5.3	-0.2	5.6	10.3	-15.7	-2.8
CC12CCC(C(=O)Nc3cccc4ccccc34)(C1Br)C2(C)C (stereo unspecified)	i	-2.3	-6.2	x	26.9	3.6	-1.4	-0.7	-3.1	23.2
O=C(c1ccco1)N1CCN(C(=O)N2CCCCC2)CC1	-0.2	-3.6	1.1	1.4	26.4	-4.0	9.8	-6.3	-14.9	-8.6
Cc1nnc(SCCn2c(N3CC(C)CC(C)C3)nc3c2c(=O)[nH]c(=O)n3C)s1 (stereo unspecified)	1.3	4.7	-15.2	x	19.9	1.8	15.4	11.6	-6.0&-7.4	5.6
CCN1C(=O)/C(=C/N2CCc3ccccc3C2)SC1=S	-1.3	-2.2	-1.2	-0.1	5.4	6.9	-14.8	-3.7	1.1	2.9
COc1ccc(-c2nc(CN3CCC(C(=O)N4CCOCC4)CC3)c(C)o2)cc1C	-0.2	10.4	-3.3	-1.1	56.8*	-8.1	-6.8	2.0	0.0	13.2
COc1ccc(-c2nn(-c3ccccc3)cc2/C=C(\C#N)S(=O)(=O)c2ccccc2)cc1OC	-0.3	1.8	-6.2	0.0	11.9	1.1	-14.5	-55.3	-8.8	5.5
CCN(CC(=O)Nc1ccc(Br)c(C)c1)CC(=O)NC(C)C	1.3	5.6	7.7	2.1	1.7	-1.1	-2.8	-1.3	-2.0	13.9
O=C(Nc1cccc2ccccc12)OCc1ccccc1	i	14.0	x	1.9	x	x	5.3	-3.5	-17.6	8.6
CCOC(=O)C1CCN(C(=O)N(C)C)CC1	-0.2	2.0	-0.7	2.4	9.7	-0.3	2.8	-7.2	-2.6	-2.3
C[C@H](CO)N1C[C@H](C)[C@H](CN(C)S(=O)(=O)c2cccc(F)c2)Oc2cc(Br)ccc2S1(=O)=O	-2.3	5.0	x	-10.5&0.7	x	x	26.3	4.4	x	27.5
CN(CC(=O)Nc1ccc2c(c1)OCCO2)Cc1nc2ccccc2c(=O)[nH]1	-2.5	-7.7	-2.8	1.1	x	x	1.5	-1.3	2.1	13.4
COc1ccccc1N1CCN(Cc2nc(N)nc(Nc3ccccc3)n2)CC1	0.7	0.0	-8.7	x	49.7	4.5	-7.7	4.6	7.4	3.2
CN(CC(=O)Nc1ccc(Cl)c(Cl)c1)Cc1nnc(-c2ccc(F)cc2)o1	-0.4	6.7	5.7	-1.2	7.2	1.6	17.7	-11.6	-12.7	-3.2
CN(C)c1ccc(N=Nc2ccccc2C(=O)OCC(=O)NCC2CCCCC2)cc1	-0.4	-14.8	12.8	-0.7	18.1	-8.3	18.7	-1.2	89.4	24.1
Cc1[nH]n(-c2cccc(Cl)c2)c(=O)c1-c1ccccc1	i	7.3	-4.0	x	-15.5	1.0	17.9	-1.0	22.9	5.1
CCCC1(CCC)NC(=O)N(CC(=O)N2CCc3ccccc32)C1=O	i	10.5	1.3	0.1	x	x	25.4	7.1	-12.3	1.0
COc1ccc(-c2c[n+](CC(=O)OC3CC(C)CCC3C(C)C)c3n2CCC3)cc1 (stereo unspecified)	i	22.4	1.5	0.6	-11.2	-0.6	17.1	33.5	8.0	1.4
O=C(Nc1c(-c2ccccc2)nc2ncccn12)c1cc2ccccc2oc1=O	-0.1	-13.3	-1.4	2.1	3.9	1.5	1.0	-3.7	-4.0&-7.0	8.1
O=C(NC(Cc1ccccc1)C(=O)O)/C(=C/c1ccc([N+](=O)[O-])cc1)NC(=O)c1ccc(Br)o1 (stereo unspecified)	-0.1	-24.5	-9.5	0.8	11.5	-2.1	15.5	-11.0	3.4	-2.7
CCCCn1c(SCC(=O)Nc2sc3c(c2C(N)=O)CCC3)nnc1-c1ccccc1	1.0	7.7	-8.4	x	x	5.2	13.0	7.2	-4.7	22.7
O=C(NC1CC1)c1ccc2c(c1)C1C3CCC(C3)C1C(c1ccccc1)N2 (stereo unspecified)	-0.2	11.8	-6.9	-6.0	5.7	-0.9	11.6	17.4	1.1	33.6
COc1ccc(C2=C(c3ccc(OC)c(OC)c3)CN3CCCCC3C2)cc1 (stereo unspecified)	i	-10.6	0.5	1.5	x	x	4.1	11.1	1.3	4.7
O=C(COC(=O)c1ccccc1SCC(=O)N1CCCC1)NCc1ccc(F)cc1	0.3	-4.5	x	5.1	x	x	4.3	-5.7	x	-0.6
CNC(=O)c1c(NC(=O)CCS(=O)(=O)c2ccc(C)cc2)sc2c1CCN(C(=O)OC)C2	-0.7	-0.4	-7.2	0.1	x	x	-10.4	0.8	-10.1	6.8
O=C(c1ccc(F)cc1Cl)N(Cc1ccco1)C1CCS(=O)(=O)C1 (stereo unspecified)	i	-2.0	-7.6	0.1	x	x	9.8	-2.3	6.6	0.5

# Next structures.
Compound	Vc quorum ag	PrPC surface inh	Rv3671c inh	TcdB inh	VHR inh abs	3CLpro inhibitor	CCHF vOTU inh	MazF activator	PriA SSB inh	Y pestis TopoI
Cc1cc(NS(=O)(=O)c2ccc(NC(=O)C(C)Oc3ccccc3Cl)cc2)no1 (stereo unspecified)	i	-4.6	5.8	0.0	x	x	0.2	-7.0	-5.9	1.0
O=C(NC(=S)Nc1ccccc1O)c1ccccc1Cl	-0.9	4.0	-8.2	1.1	21.2	2.6	-14.3	3.4	21.0	3.9
COc1ccc(-c2nnc(SCC(=O)NCCc3ccc(S(N)(=O)=O)cc3)o2)cc1OC	-0.3	1.3	1.0	1.2	-4.9	1.2	-10.8	-0.3	-3.4	0.4
CS(=O)(=O)C1=NSC2=NC(=O)/C(=C\c3cccn3-c3ccc(Cl)cc3)C(=N)N21	-0.1	1.3	-21.0	x	99.8	4.8	3.9	2.8	5.1	-16.0
COCCN(CC(=O)NCc1ccccc1)C(=O)CCC(=O)Nc1nccs1	-0.7	0.8	5.4	x	15.3	-8.8	12.1	4.6	-13.3	-2.5
CCCc1[nH]n(-c2nc3ccccc3s2)c(=O)c1C=NCCCN(CC)CC	i	-7.2	7.1	0.3	20.4	4.5	-3.6	20.0	2.7	-7.6
COc1ccc(CNC(=O)c2nc(S(=O)(=O)Cc3ccccc3)ncc2Cl)cc1	i	4.8	1.3	-2.1	9.2	0.2	13.6	1.6	-16.5	-0.1
O=C(COc1ccc(Cl)cc1Cl)N(Cc1ccco1)C1CCS(=O)(=O)C1 (stereo unspecified)	i	-4.2	-2.9	x	5.0	-0.6	-12.4	1.3	-13.2	-1.0

# Filtered by structure: the entries above with an NH in an aromatic ring
Compound	Vc quorum ag	PrPC surface inh	Rv3671c inh	TcdB inh	VHR inh abs	3CLpro inhibitor	CCHF vOTU inh	MazF activator	PriA SSB inh	Y pestis TopoI
CC(C)CC1c2[nH]c3ccccc3c2CCN1C(=O)C1CCOCC1 (stereo unspecified)	-0.2	-1.7	-5.1	2.1	17.5	4.5	-17.5	3.9	-3.7	3.6
Cc1nnc(SCCn2c(N3CC(C)CC(C)C3)nc3c2c(=O)[nH]c(=O)n3C)s1 (stereo unspecified)	1.3	4.7	-15.2	x	19.9	1.8	15.4	11.6	-6.0&-7.4	5.6
CN(CC(=O)Nc1ccc2c(c1)OCCO2)Cc1nc2ccccc2c(=O)[nH]1	-2.5	-7.7	-2.8	1.1	x	x	1.5	-1.3	2.1	13.4
Cc1[nH]n(-c2cccc(Cl)c2)c(=O)c1-c1ccccc1	i	7.3	-4.0	x	-15.5	1.0	17.9	-1.0	22.9	5.1
CCCc1[nH]n(-c2nc3ccccc3s2)c(=O)c1C=NCCCN(CC)CC	i	-7.2	7.1	0.3	20.4	4.5	-3.6	20.0	2.7	-7.6
